# SKN-1 inh = inhibitors of C. elegans SKN-1; C. elegans VP596 Pgst-4::GFP/RFP ratio, acrylamide-induced, 24 h; inhibition, % at 21.8 µM; 360,000 tested, 0.49% active; AID 624304;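 active = interference check ratio from 0.5 to 1.5 plus GFP to RFP signal ratio inhibition reaching or exceeding a fixed threshold, cut at about 30% in these data, passing the limit was not always enough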; note: some compounds called inactive have numbers as strong as hits
# MLLE-PAM2 inh = blocks PAM2 peptide binding to the PABP1 MLLE domain; inhibition, % at 20 µM; GST-MLLE / FITC-PAM2 fluorescence polarization; 360,000 tested, 0.36% active; AID 588489; in the data active = inhibition above about 35%, passing the limit was not always enough;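 note: plate controls were DMSO wells with GST-MLLE for no effect and wells lacking GST-MLLE protein for full effect; some results filed as inactive read as strong as hits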
# eLon inh = E. coli protease La inhibition; P0A9M0; purified E. coli Lon protease, fluorescence polarization; inhibition, % at 7.94 µM; 360,000 tested, 0.42% active; in the data active = inhibition above about 13%, passing the limit was not always enough;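 note: 0% = enzyme with probe and DMSO and 100% = no enzyme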
# MT1-MMP act inh = blocks activation of human MT1-MMP; HT1080 RFP-PRO-GFP cells, GFP/RFP ratio fluorescence, overnight; percent of plate control window, DMSO zero; GFP/RFP ratio change, % at 20 µM; 360,000 tested, 0.061% active; AID 651647;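 active = GFP/RFP ratio change of at least 30% with cell ATP level not reduced by more than half and red fluorescence within 50% of control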; note: strong numbers were not always called active
#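 Read-out: GFP/RFP fluorescence ratio; Test system: RFP-PRO-GFP reporter HT1080 cells; Compound dosing: single-point 20 µM compound, 1% DMSO; Times: overnight compound exposure at 37 °C.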
# bovine MsrA act = bovine methionine sulfoxide reductase A activation | purified bovine MsrA, absorbance read-out | activation, % at 10.6 µM | 360,000 tested, 0.3% active | AID 602163; in the data active = activation above about 7.5%;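 note: 0% = vehicle and 100% = reference activator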
# MsrA inh = inhibitors of bovine MsrA | purified bovine MsrA, absorbance read-out | inhibition, % at 15.5 µM | 360,000 tested, 0.75% active | AID 651718; in the data active = inhibition above about 4.5%;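 note: 0% = vehicle wells with enzyme and 100% = reference inhibitor wells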
# NRP1-CendR mod = alters CendR peptide binding to human NRP-1; AID 602438; FAM-RPARPAR peptide binding to NRP-1, fluorescence polarization; O14786; inhibition, % at 25 µM; 360,000 tested, 0.85% active;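 active = inhibition or corrected inhibition above about 18%, plus a signal ratio from 0.5 to 1.5, limit read from the data, passing the limit was not always enough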; note: strong numbers were not always called active
# FAS-TE inh = FAS thioesterase (human) inhibition | P49327 | recombinant FAS-TE, OMFH fluorogenic substrate, fluorescence endpoint | inhibition, % at 15 µM | 360,000 tested, 0.67% active;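 active = compounds whose normalised, plate-corrected inhibition of enzyme fluorescence in the single-dose primary screen is 50% or more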;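 note: 0% = DMSO with enzyme and 100% = substrate without enzyme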
# Tb MetRS inh = blocks T. brucei methionyl-tRNA synthetase activity. AID 624268. 360,000 tested, 0.4% active. inhibition, % at 11.9 µM. purified T. brucei MetRS, ATP depletion, Kinase-Glo luminescence;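 active = inhibition above a per-plate cutoff of the control wells' mean inhibition plus 3 SD, cut at about 5.5% in these data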;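 note: 0% = DMSO wells median and 100% = median of wells with control inhibitor compound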
#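 Material: T. brucei methionyl-tRNA synthetase, purified; reagent: substrates ATP, L-methionine and bulk Escherichia coli tRNA; dosing: 11.9 µM single point; timing: 15 min plus 2 h at 25 °C; detection: luminescence of leftover ATP; evaluation: % inhibition; control set: DMSO-only wells as low control; replicates: singlicate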
# Numbers without * were called inactive; x = no result given. Hits appear at their usual frequency. Share with any hit: about 4%.
# The line under a structure holds: SKN-1 inh | MLLE-PAM2 inh | eLon inh | MT1-MMP act inh | bovine MsrA act | MsrA inh | NRP1-CendR mod | FAS-TE inh | Tb MetRS inh
1: CC1CCCC(NC(=O)COC(=O)c2cc(S(=O)(=O)N3CCCCC3)ccc2N2CCOCC2)C1C (stereo unspecified)
→ 14 | -11 | 1 | 5 | 3 | 0.9 | 18 | 12 | -1.7
2: CC(=O)Nc1ccc(NC(=O)CN(c2cccc([N+](=O)[O-])c2)S(C)(=O)=O)cc1
→ 2 | -17 | 0 | 7 | -2 | 3.2 | 8 | 0 | 0.1
3: CCCC12C(=O)C(C)(C(c3ccccc3)=C1c1ccccc1)C1C(=O)N(c3ccc(C)cc3)C(=O)C12 (stereo unspecified)
→ 7 | 7 | -1 | -9 | -2 | 0.3 | 7 | 31 | -0.7
4: Cc1c(N=C2SC(CC(=O)Nc3ccccc3)C(=O)N2CCN2CCOCC2)c(=O)n(-c2ccccc2)n1C (stereo unspecified)
→ 2 | 8 | 3 | 1 | -4 | 3.1 | -1 | -2 | 0.0
5: Cc1nc(Sc2nnnn2-c2ccccc2)c(C#N)c(C)c1C
→ 5 | -1 | 11 | 0 | -2 | 0.0 | 4 | 4 | -0.3
6: CN1CCC(N(C)C(=S)Nc2ccc(F)cc2)CC1
→ -9 | 4 | -3 | -1 | -2 | -0.7 | 1 | -7 | -0.2
7: Nc1c(Cl)ncnc1NCc1cccnc1
→ -9 | 14 | -5 | 4 | -2 | 0.3 | -2 | -3 | 0.6
8: COc1ccc(NC(=O)C2CCN(S(=O)(=O)c3cccc4nonc34)CC2)cc1OC
→ 0 | -7 | 1 | -1 | -6 | -1.1 | -9 | -2 | 0.2
9: O=S(=O)(NCCCc1ccccc1)c1ccc(F)c(F)c1
→ -2 | 4 | 2 | -4 | -3 | -1.5 | -7 | 18 | -0.2
10: O=C([C@H]1O[C@@H](n2ccc(=O)[nH]c2=O)[C@H](O)[C@@H]1O)N1CCC(F)(F)CC1
→ 6 | -14 | -2 | 0 | -1 | 1.5 | -3 | -10 | 0.4
11: O=C(Nc1ccccc1-c1ccccc1)c1ccc(NC(=O)c2ccco2)cc1
→ 2 | -9 | 5 | -4 | -2 | 3.5 | -19 | 10 | 0.1
12: Cc1nc2c(C(=O)O)cnn2c(C)c1Cc1ccccc1F
→ -7 | 4 | -2 | 2 | -4 | 0.8 | -3 | -4 | -0.7
13: COc1ccc(NC(=O)[C@@H]2CCCN2C(=O)c2cccs2)cc1S(=O)(=O)N1CCCCC1
→ 1 | -24 | -4 | -2 | -3 | 0.5 | 0 | -6 | 0.0
14: CC1CCN(C(=O)CCCC(=O)N2CCC(C)CC2)CC1
→ 10 | -6 | -2 | 1 | -2 | 1.4 | 20 | -9 | -0.3
15: N#Cc1ccc(OCC(O)CS(=O)(=O)c2ccc(F)cc2)cc1 (stereo unspecified)
→ -1 | 13 | 0 | -2 | -5 | -0.3 | -3 | -4 | -0.1

# Three compounds out of the list above, arranged by the value under MLLE-PAM2 inh, smallest number first.
no. | molecule | MLLE-PAM2 inh
2 | CC(=O)Nc1ccc(NC(=O)CN(c2cccc([N+](=O)[O-])c2)S(C)(=O)=O)cc1 | -17
12 | Cc1nc2c(C(=O)O)cnn2c(C)c1Cc1ccccc1F | 4
3 | CCCC12C(=O)C(C)(C(c3ccccc3)=C1c1ccccc1)C1C(=O)N(c3ccc(C)cc3)C(=O)C12 (stereo unspecified) | 7

# Reformatted bar-delimited: two of the compounds above
no. | SMILES | SKN-1 inh | MLLE-PAM2 inh | eLon inh | MT1-MMP act inh | bovine MsrA act | MsrA inh | NRP1-CendR mod | FAS-TE inh | Tb MetRS inh
10 | O=C([C@H]1O[C@@H](n2ccc(=O)[nH]c2=O)[C@H](O)[C@@H]1O)N1CCC(F)(F)CC1 | 6 | -14 | -2 | 0 | -1 | 1.5 | -3 | -10 | 0.4
9 | O=S(=O)(NCCCc1ccccc1)c1ccc(F)c(F)c1 | -2 | 4 | 2 | -4 | -3 | -1.5 | -7 | 18 | -0.2

# (more compounds)
# The line under a structure holds: SKN-1 inh | MLLE-PAM2 inh | eLon inh | MT1-MMP act inh | bovine MsrA act | MsrA inh | NRP1-CendR mod | FAS-TE inh | Tb MetRS inh
16: N#Cc1c(N2CCN(c3ccc([N+](=O)[O-])cc3)CC2)[n+](=O)c2ccc(Cl)cc2n1[O-]
→ 13 | 98 | 134* | -33 | -2 | 0.1 | 8 | 44 | 1.0
17: CN(/N=C/c1ccncc1)C1=NS(=O)(=O)c2ccccc21
→ 9 | -2 | -18 | -3 | -3 | 2.8 | 1 | -6 | 0.0
18: CCOC(=O)CC(=O)CSc1nc2c(sc(=S)n2-c2ccc(OCC)cc2)c(=O)[nH]1
→ -3 | 13 | 4 | 0 | -5 | 3.7 | 2 | 3 | 0.3
19: COC(=O)C1=C(C(=O)OC)[C@@H]2Nc3ccccc3[C@@]23C[C@@H](C(=O)OC)N(C(=O)COCc2ccccc2)C3=N1
→ 9 | -3 | -6 | 1 | -3 | 0.1 | -10 | 24 | 0.5
20: O=C(CSc1ccc(-c2nc3ccccc3[nH]2)cn1)Nc1ccc(S(=O)(=O)N2CCCC2)cc1
→ 8 | -6 | 8 | 7 | -4 | 2.6 | 1 | 22 | 30*
21: COc1ccc(C)c(S(=O)(=O)Nc2ccc(OCC(=O)O)cc2)c1
→ 4 | -9 | -3 | -3 | -7 | 0.4 | -8 | -4 | -0.8
22: Cc1occc1C(=O)NNC(=O)Cc1ccccc1
→ 0 | 10 | -4 | 12 | -2 | 0.2 | -6 | -8 | -0.8
23: COc1ccc(S(=O)(=O)NCC2CCCN(C(=O)CCC(F)(F)F)C2)cc1 (stereo unspecified)
→ -11 | 2 | 0 | x | -12 | 1.4 | -36 | -4 | -1.1
24: COc1cccc(C2C(C(=O)c3cccs3)=C(O)C(=O)N2CCN2CCOCC2)c1 (stereo unspecified)
→ 10 | 4 | -1 | -9 | -2 | 1.1 | 6 | -5 | -0.9
25: CCOC(=O)c1c(-c2ccc(C)o2)csc1NC(=S)NC(=O)c1cccs1
→ 10 | 36 | 0 | 5 | -3 | -0.6 | 0 | 23 | -0.4
26: Cc1cc(C)cc(N(C(=O)c2csnn2)C(C(=O)NC(C)(C)C)c2ccncc2)c1 (stereo unspecified)
→ -3 | -6 | 6 | 0 | -2 | 1.2 | 5 | -4 | -0.1
27: CCOc1ccccc1NC(=O)COc1coc(CN2CCCc3ccccc32)cc1=O
→ -1 | 1 | -14 | -7 | -8 | -0.1 | -2 | 17 | -0.2
28: COc1ccccc1N1CCN(CC(=O)c2ccc3ccn(C(C)=O)c3c2)CC1
→ 6 | 10 | -2 | 6 | 3 | x | -6 | -3 | 0.0
29: CSC1=NCCN1S(=O)(=O)c1ccc2ccccc2c1
→ -5 | -17 | -7 | -1 | -2 | 0.4 | 8 | 2 | -0.6
30: O=C(Nc1ccc(N2CCCCC2)cc1)c1cncc(Br)c1
→ -1 | -15 | -5 | -5 | -8 | 1.4 | -3 | 0 | -1.1

# Overlap with the part before: two compounds; new compounds follow.
# The line under a structure holds: SKN-1 inh | MLLE-PAM2 inh | eLon inh | MT1-MMP act inh | bovine MsrA act | MsrA inh | NRP1-CendR mod | FAS-TE inh | Tb MetRS inh
29: CSC1=NCCN1S(=O)(=O)c1ccc2ccccc2c1
→ -5 | -17 | -7 | -1 | -2 | 0.4 | 8 | 2 | -0.6
30: O=C(Nc1ccc(N2CCCCC2)cc1)c1cncc(Br)c1
→ -1 | -15 | -5 | -5 | -8 | 1.4 | -3 | 0 | -1.1
31: S=c1cn[nH]c2ccccc12
→ 20 | 35 | 1 | -4 | 2 | 3.3 | 19 | -6 | 0.0
32: O=C(Cn1cnc2ccccc2c1=O)NCCC(=O)Nc1ccc2c(c1)OCCO2
→ -19 | -2 | 1 | 2 | 0 | -0.3 | -8 | -6 | 0.1
33: Cc1cccc(NC(=O)CSc2nncn2-c2ccccn2)c1
→ 8 | 4 | -5 | 0 | -6 | -1.1 | 9 | -5 | 0.1
34: CC(C)(C)NC(=O)NCC1CCCC1NC(=O)NC(C)(C)C (stereo unspecified)
→ 14 | 4 | 1 | -1 | -3 | -0.4 | 14 | -4 | -1.1
35: Cc1nc2ccccc2n1CC(=O)NC1CCCCCC1
→ -9 | 3 | -11 | -32 | -9 | -0.1 | 0 | -7 | -0.7
36: COC(=O)c1cc(-c2cccc([N+](=O)[O-])c2)c2c(=O)n(C)c(=O)n(C)c2n1
→ 6 | -13 | 9 | 0 | 1 | 0.2 | -8 | 1 | -0.3
37: Cc1ccccc1C=O
→ -7 | -3 | 7 | 0 | -8 | -0.6 | -24 | -9 | -0.8
38: N#Cc1cc(-c2ccccc2)cnc1Cl
→ -12 | 2 | 0 | 1 | 3 | 0.9 | -6 | 5 | -0.3
39: NC(=O)c1ccc(NC(=O)COC(=O)CCC2CCCC2)cc1
→ -8 | -14 | -2 | 1 | 7 | 0.0 | -1 | -1 | 0.3
40: CNC(=S)N1N=C(c2ccc(Br)cc2)CC1c1ccc(OC)cc1 (stereo unspecified)
→ -2 | -10 | -7 | -3 | -5 | 5.7* | -10 | 33 | 0.2
41: CC(=O)/C=C1\OCc2cc(OCc3ccccc3)ccc21
→ 1 | x | x | 5 | x | 3.8 | 13 | x | -0.6
42: COCCn1c(CN2CCN(C)CC2)nc2c1c(=O)n(C)c(=O)n2C
→ 3 | 0 | -8 | -2 | -4 | 0.6 | -5 | -8 | 0.0
43: OCCNCc1ccc(OCc2ccc(Cl)cc2Cl)cc1
→ 0 | 8 | -7 | 2 | -1 | -0.4 | 7 | -4 | 4.2
44: COC(=O)c1sccc1NC(=O)c1ccc(Br)o1
→ 19 | -6 | -2 | -3 | 2 | 5.7* | 8 | 14 | -0.8

# High-throughput results deposited in PubChem BioAssay by several laboratories.
